TTR transcr act = increases transthyretin transcription. SH-SY5Y TTR promoter Gaussia luciferase, luminescence; 100% = recombinant luciferase protein wells. 1.3% of 92,000 active. activation, % at 16.7 µM. AID 1117267;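 active means activation above the mean of all tested compounds plus 3 SD, cut at about 9.5% in these data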;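 further: cells exposed to compounds for one day before reading; 0% = median of all test compound wells on the plate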
The depositor's hits bear a star. Not all compounds are listed, so the mix of outcomes need not match the whole.

TTR transcr act | structure
0.3 | COc1ccc(NC(=O)N2CCN(C(=O)C3CCCO3)CC2)cc1 (configuration not stated)
-0.3 | CN(C)c1nc(N(C)C)nc(N(C#N)Cc2ccc(Cl)cc2)n1
10.0* | COc1cccc(-c2csc(N3CCN(Cc4ccccc4)CC3)n2)c1
0.3 | Cc1cc(NS(=O)(=O)c2ccc(NC(=O)c3cc(-c4cccnc4)nc4ccc(Cl)cc34)cc2)no1
-0.8 | O=C(NCC(=O)N(CC1CCCO1)C(C(=O)NC1CCCCC1)c1cccnc1)c1cccs1 (configuration not stated)
2.9 | COCc1cc(Sc2c(Cl)cccc2Cl)nc(-c2ccccc2)n1
-1.7 | O=C(N/N=C/c1cc2c(cc1Cl)OCO2)c1ccc2c(c1)OCCO2
0.4 | Cc1ccc(C(=O)C2CCN(S(=O)(=O)c3ccccc3C(=O)O)CC2)cc1
9.0 | COc1ccc(CNC(=O)c2csc(Cc3ccccc3)n2)cc1
0.3 | CCCCN(C(=O)CSc1nn(-c2ccc(F)cc2)c(=S)s1)c1c(N)n(CCCC)c(=O)[nH]c1=O
0.8 | CCOc1ccc(-n2cnc3sc(C)c(C)c3c2=O)cc1
0.3 | CN(C(=O)C1CCC(=O)N(Cc2cccc(F)c2)C1)C1CCCCC1 (configuration not stated)
-3.0 | O=C(O)CCN(CCC(=O)O)S(=O)(=O)c1ccccc1
1.6 | Cc1cccc(OCC(=O)NNC(=O)c2ccccc2OCc2c(C)noc2C)c1
-2.4 | C[C@@H]1CN([C@H](C)CO)C(=O)c2cccc(NC(=O)Nc3ccc(C(F)(F)F)cc3)c2O[C@H]1CN(C)S(=O)(=O)c1cccs1
-1.3 | COc1ccccc1/C=C/C(=O)NCC(=O)N/N=C/c1cc(Br)ccc1OC
-2.3 | CCCCOCCCNC(=O)c1ccc(OCC)cc1
2.6 | COc1cc(C(=O)NCc2ccccn2)ccc1OCc1c(C)noc1C
3.1 | COc1ccc(NC(=O)CC2C(=O)N(c3ccccc3)C(=O)N2Cc2ccco2)cc1 (configuration not stated)
2.8 | CC(C)=NOCC(=O)Nn1c(COc2ccccc2)nc2ccccc2c1=O
0.6 | CC[C@@H](NC(=O)[C@@H](Cc1ccccc1)NC(=O)CC[C@H]1O[C@@H](n2ccc(=O)[nH]c2=O)[C@H](O)[C@@H]1O)c1ccccc1
-1.5 | O=C(C1CCN(S(=O)(=O)c2cccnc2)CC1)N1CCN(c2cccc(Cl)c2)CC1
-0.5 | CCOC(=O)c1nc2ccccc2nc1C
1.3 | Cc1cccc(NC(=O)C2(c3ccc([N+](=O)[O-])cc3)CCCC2)c1
-0.3 | CCCc1cc(=O)[nH]c(SCC(=O)N(C)C2CCCCC2)n1
2.9 | CC(C#N)Sc1ncnc2sc(-c3ccccc3)cc12 (configuration not stated)
1.0 | CC1CCCCN1C(=O)Cn1c(=O)n(CCC(=O)NCc2ccco2)c(=O)c2sccc21 (configuration not stated)
-0.6 | O=C(c1cccc(S(=O)(=O)NCc2ccccc2)c1)N1CCCC1
-2.5 | CCOC(=O)c1c(C)oc2ccc(NS(=O)(=O)c3ccc4c5c(cccc35)C(=O)N4)cc12
-2.0 | CCCOC(=O)NC(CC)COC(=O)Nc1cc(C)ccc1C (configuration not stated)

Continuation.
TTR transcr act | structure
0.4 | COC(=O)c1ccc(NC(=O)N2CCC(O)(c3cccnc3)CC2)cc1
-2.3 | Cc1cc(NC(=O)CCC(=O)N(CC(=O)NCC2CCCO2)c2ccccc2)no1 (configuration not stated)
11.7* | COc1ccc(S(=O)(=O)NC(N)=NCCc2ccc(OC)c(OC)c2)cc1C
1.2 | CCOc1c2ccc(C(=O)NC3CCCc4ccccc43)cc2nn1C (configuration not stated)
2.9 | Cc1ccccc1NC(=S)NC(C)C(c1ccccc1)N1CCN(C)CC1 (configuration not stated)
-1.2 | C=CCn1c(CNC(=O)c2cccs2)n[nH]c1=S
3.4 | COc1cccc(Cn2cc(-c3cccc(C(F)(F)F)c3)nn2)c1
3.3 | NC(=O)COC(=O)CC(c1ccccc1)c1ccccc1
0.0 | COc1ccc(S(=O)(=O)N2CCC(C(=O)NC(C)CCc3ccccc3)CC2)cc1 (configuration not stated)
-0.7 | O=C(O)CCSc1nnc(CNc2ccc(Cl)cc2)n1Cc1ccccc1
-1.0 | CCN1CCN(Cc2c(O)ccc3c2O/C(=C\c2ccccc2)C3=O)CC1
-4.3 | COC(=O)[C@@H]1[C@@H](C)N(Cc2ccccc2)C(=O)N[C@H]1c1cccc(C(F)(F)F)c1
-0.1 | Cc1ccc(C(=O)N2CCCCC2)cc1S(=O)(=O)N1CCCC1
-1.3 | CCCc1cc(N2CCC(C(N)=O)CC2)nc(-c2ccccc2)n1
-1.6 | COc1ccc(NCc2n[nH]c(=O)c3ccccc23)cc1
0.4 | O=C(O)c1ccc(S(=O)(=O)c2ccccc2)s1
-1.8 | COc1ccc(-n2nnnc2S(=O)(=O)Cc2ccc(C(=O)O)cc2)cc1
4.8 | C/C(=C\c1ccccc1)C(=O)NCCCn1ccnc1
-1.0 | O=C(CSCc1ccco1)NC1CCCC1
0.4 | C=CCOc1ccc2c(c1)c(=O)cc(C(=O)O)n2CC
-0.3 | CCc1nc(SCc2ccc([N+](=O)[O-])cc2)n[nH]1
-1.3 | CCNC(=S)NNC(=O)c1ccc(OC(F)F)cc1
-0.1 | CNNC(=O)C(=O)NNS(=O)(=O)c1ccccc1
-1.3 | CC1Cc2ccccc2N1S(=O)(=O)c1cccc(C(=O)N2CC(=O)Nc3ccccc32)c1 (configuration not stated)
0.8 | CCN(CC)CC(=O)NC1CCCc2c1cnn2-c1cc(F)cc(F)c1 (configuration not stated)
3.3 | Cc1c(C2(O)C(=O)Nc3ccc(F)cc32)c(=O)n(-c2ccccc2)n1C (configuration not stated)
6.1 | Cc1ccc2nc(SCC(=O)N(CC(C)C)c3c(N)n(Cc4ccccc4)c(=O)[nH]c3=O)[nH]c2c1
0.4 | C[C@H](CO)N1C[C@H](C)[C@@H](CN(C)S(C)(=O)=O)Oc2c(NC(=O)Nc3ccc(C(F)(F)F)cc3)cccc2C1=O
-1.0 | CC(=O)NC(=S)Nc1ccc(NC(=S)NC(=O)c2ccc([N+](=O)[O-])cc2)cc1
-0.1 | Oc1ccccc1Nc1ccccn1

The list goes on.
TTR transcr act | structure
-1.3 | O=C(COc1ccc(/C=N/NC(=O)c2ccc(O)cc2)cc1)Nc1ccc([N+](=O)[O-])cc1
2.0 | NS(=O)(=O)c1cccc(NC(=O)COC(=O)c2cc(-c3ccc(Cl)cc3)nc3ccccc23)c1
-1.7 | CCC(=O)NC(=S)Nc1cccc(Cl)c1N1CCCC1
-1.0 | C=CCCC1CN(Cc2ccc(OC)cc2)S(=O)(=O)c2c(F)cccc2O1 (configuration not stated)
1.2 | COC(=O)c1cc(OC)c(OC)cc1NC(=O)c1cc(OC)cc(OC)c1
-0.4 | O=S(=O)(c1ccc(Cl)c(F)c1)N1CCC(c2nc(-c3ccncc3)no2)CC1
0.4 | Cc1noc(C)c1NC(=O)N(C)C[C@@H]1Oc2ncc(Br)cc2C(=O)N([C@@H](C)CO)C[C@H]1C
-0.1 | O=C(O)CCC(=O)NNC(=O)c1ccc(Br)cc1
1.2 | CCOc1cc(S(=O)(=O)NCCc2ccc(OC)c(OC)c2)c(OCC)cc1-n1cnnn1
2.6 | CC(=O)c1c(CC(=O)O)[nH]n(-c2nc3ccccc3s2)c1=O
-2.4 | COc1ccc(N(CCCN2C(=O)c3cccc4cccc(c34)C2=O)C(=O)c2ccncc2)cc1
0.6 | Cc1ccccc1Cn1ccc(NC(=O)c2nn(C)cc2[N+](=O)[O-])n1
-3.8 | N#Cc1c(Cl)nsc1NC(=O)c1ccccc1
0.0 | COc1ccc(NC(=O)C2Cc3c(-c4ccc(Cl)cc4)ccnc3O2)cc1 (configuration not stated)
0.1 | COc1ccc(F)cc1C(=O)C1CCCN(Cc2ccc(Sc3nncn3C)o2)C1 (configuration not stated)
0.6 | COc1cc2c(C#CCCO)c(-c3ccc(C#N)cc3)oc(=O)c2cc1OC
-4.0 | NC(=O)c1ccccc1NC(=O)/C=C/c1ccc(Cl)cc1
-0.8 | O=C(Nc1ccc(S(=O)(=O)Nc2ncccn2)cc1)c1ccc(Cl)c([N+](=O)[O-])c1
-1.3 | CCC1(c2ccc(OC)cc2)NC(=O)N(CC(=O)NC2CCCCC2C)C1=O (configuration not stated)
-4.9 | COc1cc2c(cc1OC)C(c1ccccc1)N(C(=O)CCl)CC2 (configuration not stated)
-0.4 | COc1ccc2c(c1)CCc1cnc(N)nc1-2
-1.2 | Cc1ccc2nc(SCC(=O)NC3CC3)[nH]c2c1
-0.8 | CC(=O)Nc1ccc(S(=O)(=O)NCCc2cc3c(C)ccc(C)c3[nH]c2=O)cc1
18.3* | COc1ccc(N(C(=O)Cc2cccs2)C(C(=O)NC2CCCC2)c2ccncc2)cc1 (configuration not stated)
-1.2 | O=C(NCC1CCCO1)c1ccccc1-c1nc(-c2ccccc2F)no1 (configuration not stated)
-1.5 | Cc1nn(-c2ccccc2)c(Cl)c1C(=O)NCC(C)c1ccccc1 (configuration not stated)
-0.7 | C[C@H](CO)N1C[C@H](C)[C@H](CN(C)C(=O)Nc2cccc3ccccc23)Oc2ncc(Br)cc2C1=O
-2.0 | COCCCNC(=O)CS(=O)Cc1nc(-c2cccc(OC)c2)oc1C (configuration not stated)
0.4 | Cc1c(Cl)cccc1NC(=S)N(CCN(C)C)C(C)c1ccccn1 (configuration not stated)
1.2 | Cc1cccc(C)c1NS(=O)(=O)c1c(C)[nH]c(=O)[nH]c1=O

An excerpt from above in order of length of the SMILES, highest first:
TTR transcr act | structure
-1.0 | C=CCCC1CN(Cc2ccc(OC)cc2)S(=O)(=O)c2c(F)cccc2O1 (configuration not stated)
2.6 | CC(=O)c1c(CC(=O)O)[nH]n(-c2nc3ccccc3s2)c1=O
-0.4 | COc1ccc2c(c1)CCc1cnc(N)nc1-2

Going on with the list:
TTR transcr act | structure
-0.2 | O=C(NC1CCCCC1)C1c2ccccc2OCC(=O)N1CC(F)(F)F (configuration not stated)
-2.4 | COc1ccc(C(=O)n2cc(C(=O)c3cc(C)ccc3O)cn2)cc1OC
-1.0 | CCc1c(C(=O)Nc2ccc(OC)c(Cl)c2)[nH]c(C)c1C(C)=O
1.3 | CC(C)CNC(=S)NNC(=O)c1ccc(OC(F)F)cc1
2.4 | O=C(NCCCN1CCOCC1)c1cccs1
0.4 | C=CCCN(C1CCCC1)S(=O)(=O)c1ccccc1Br
0.0 | Cc1cc(-c2nnc(SCC(=O)Nc3nc(-c4ccc(Cl)cc4)cs3)o2)no1
-0.5 | Cn1c(NC(=O)c2ccccc2Br)cc(=O)n(C)c1=O
-2.9 | C/C(=N\Nc1ccc(Cl)nn1)c1ccccc1O
1.5 | Cc1ccc(O)c(CN(C)Cc2cc(C)ccc2O)c1
0.4 | CCC[C@H]1[C@@H](NCc2ccccc2)CC[C@@]23CCCN2C(=O)CCC[C@@H]13
2.1 | COc1ccc(-n2c(SCC(=O)Nc3nccs3)nc3c(c2=O)SCC3)cc1
-1.2 | Cc1occc1C(=O)NC1CCCCCCC1
-0.5 | COc1ccc(-c2ccnc(-c3ccncc3)n2)cc1
-2.4 | COc1ccc(OC)c(NC(=O)Nc2ccc(O)c3ccccc23)c1
0.1 | O=c1[nH]nc(SC2CCCCC2)c(=O)[nH]1
0.9 | CC(Oc1cccnc1[N+](=O)[O-])C(=O)Nc1ccc(F)cc1 (configuration not stated)
-0.2 | C=CCn1c(SCC(=O)c2ccc(OC)cc2)nnc1-c1ccc2c(c1)OCO2
-2.4 | O=C(Nc1ccc(Cl)cc1)Nc1ccc(Oc2cccnc2)nc1
4.0 | COc1ccc(S(=O)(=O)N2CCN(C(=O)c3cc(C)on3)CC2)cc1
1.7 | Cc1cccc(C)c1NC(=O)CN(C)C(C)C(=O)Nc1ccccc1-c1ccccc1 (configuration not stated)
-0.6 | Cn1cc(C(=O)N/N=C/c2ccc3c(c2)OCO3)c2ccccc21
-3.6 | Cc1ccc2cccc(OCC(=O)Nc3cccc(S(=O)(=O)N4CCCC4)c3)c2n1
2.8 | COc1ccc(N2C(=O)[C@@H]3C(c4cccnc4)=NO[C@@H]3C2=O)cc1
-2.2 | Cc1ccc(S(=O)(=O)N(C)c2ccc(OCc3cccc(C)c3)cc2)cc1
-2.0 | Cc1ccc(SC[C@H](c2ccccc2)N2CCN(CCc3ccccc3)CCC2=O)cc1
1.4 | O=C(Nc1cc(C(F)(F)F)ccc1N1CCOCC1)c1ccco1
-0.5 | Nc1c(C(=O)NCC2CCCO2)sc2nc3c(c(-c4ccco4)c12)CC/C3=C\c1ccco1 (configuration not stated)
0.4 | CCOCCCn1c(=S)[nH]c2cc(C(=O)NC3CCCC(C)C3C)ccc2c1=O (configuration not stated)
-0.3 | O=c1[nH]c2cc3ccccc3cc2nc1-c1nnnn1Cc1ccccc1

Molecules shown so far that have an NH in an aromatic ring:
TTR transcr act | structure
0.3 | CCCCN(C(=O)CSc1nn(-c2ccc(F)cc2)c(=S)s1)c1c(N)n(CCCC)c(=O)[nH]c1=O
0.6 | CC[C@@H](NC(=O)[C@@H](Cc1ccccc1)NC(=O)CC[C@H]1O[C@@H](n2ccc(=O)[nH]c2=O)[C@H](O)[C@@H]1O)c1ccccc1
-0.3 | CCCc1cc(=O)[nH]c(SCC(=O)N(C)C2CCCCC2)n1
-1.2 | C=CCn1c(CNC(=O)c2cccs2)n[nH]c1=S
-1.6 | COc1ccc(NCc2n[nH]c(=O)c3ccccc23)cc1
-0.3 | CCc1nc(SCc2ccc([N+](=O)[O-])cc2)n[nH]1
6.1 | Cc1ccc2nc(SCC(=O)N(CC(C)C)c3c(N)n(Cc4ccccc4)c(=O)[nH]c3=O)[nH]c2c1
2.6 | CC(=O)c1c(CC(=O)O)[nH]n(-c2nc3ccccc3s2)c1=O
-1.2 | Cc1ccc2nc(SCC(=O)NC3CC3)[nH]c2c1
-0.8 | CC(=O)Nc1ccc(S(=O)(=O)NCCc2cc3c(C)ccc(C)c3[nH]c2=O)cc1
1.2 | Cc1cccc(C)c1NS(=O)(=O)c1c(C)[nH]c(=O)[nH]c1=O
-1.0 | CCc1c(C(=O)Nc2ccc(OC)c(Cl)c2)[nH]c(C)c1C(C)=O
0.1 | O=c1[nH]nc(SC2CCCCC2)c(=O)[nH]1
0.4 | CCOCCCn1c(=S)[nH]c2cc(C(=O)NC3CCCC(C)C3C)ccc2c1=O (configuration not stated)
-0.3 | O=c1[nH]c2cc3ccccc3cc2nc1-c1nnnn1Cc1ccccc1

Assay outcomes as filed in PubChem BioAssay.
